Source: PubChem
A350 fluor: compound fluoresces in the Alexa 350 spectral region | max dye-equivalent concentration, M | Compound autofluorescence, 340/450 nm, Alexa 350 dye-equivalents; hits give high values | hit rate 11% among 59,000; in the data active means max dye-equivalent concentration above about 10 nM; inconclusive means mostly about 1.1 nM to 9.6 nM
Luciferase inh: inhibitors of firefly luciferase. P08659. purified firefly luciferase, luminescence, 8 min. Potency, µM (top dose mostly 57.1 µM), for inactives: at the top dose activity change, negative = inhibition, hits mostly inhibitors. hit rate 2.2% among 72,000. AID 411; further: potency means the concentration at half of the fitted maximal effect; on the % scale 0 is the no-effect control and ±100 the full control effect; nearly all actives have a fitted effect of over 40% in size
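Titration-based qHTS; buffer 50 mM imidazole pH 7.2, 50 mM KCl, 7 mM MgCl2, 10 uM ATP, 0.01% Tween 20, 0.05% BSA; luciferase/luciferin detector mix added after compound; 8 min, ambient; luminescence.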
Tau filament bind: binds recombinant human tau filaments | hit rate 2% among 71,000 | recombinant tau filaments, thioflavin S fluorescence, 15 h; filaments grown with octadecylsulfate alongside compound | Potency, µM (doses to about 57.1 µM), inactives show at the top dose activity change, negative = inhibition | P10636 | AID 596;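 further: potency means the concentration at half of the fitted maximal effect; on the % scale 0 is the no-effect control and ±100 the full control effect; actives lower thioflavin S fluorescence by blocking filaments or displacing dye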
Target sequence (P10636 whole entry, looked up): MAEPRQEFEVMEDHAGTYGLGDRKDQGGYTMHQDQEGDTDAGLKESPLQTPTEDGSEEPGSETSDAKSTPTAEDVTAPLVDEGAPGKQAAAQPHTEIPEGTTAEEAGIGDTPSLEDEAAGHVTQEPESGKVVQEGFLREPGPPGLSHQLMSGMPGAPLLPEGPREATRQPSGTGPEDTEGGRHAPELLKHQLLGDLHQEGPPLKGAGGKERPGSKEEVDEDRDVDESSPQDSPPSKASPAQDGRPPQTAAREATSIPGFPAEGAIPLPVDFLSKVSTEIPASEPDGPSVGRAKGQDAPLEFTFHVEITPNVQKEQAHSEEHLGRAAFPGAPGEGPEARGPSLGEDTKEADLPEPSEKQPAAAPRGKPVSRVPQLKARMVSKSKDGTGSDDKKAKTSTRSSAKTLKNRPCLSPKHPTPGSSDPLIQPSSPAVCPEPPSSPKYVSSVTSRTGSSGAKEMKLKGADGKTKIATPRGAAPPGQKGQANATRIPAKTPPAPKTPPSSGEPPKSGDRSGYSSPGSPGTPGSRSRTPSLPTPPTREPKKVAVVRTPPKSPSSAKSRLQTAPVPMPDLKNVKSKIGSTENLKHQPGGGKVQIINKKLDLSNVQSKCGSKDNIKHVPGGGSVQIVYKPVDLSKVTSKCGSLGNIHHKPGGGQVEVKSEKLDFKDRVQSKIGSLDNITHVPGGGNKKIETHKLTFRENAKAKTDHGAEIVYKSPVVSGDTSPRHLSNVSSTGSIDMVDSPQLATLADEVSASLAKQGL
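Quantitative HTS: thioflavine S signal from ODS-induced tau filaments, excited at 450 nm, emission 510 nm. Conditions: 1 uM tau, 30 uM ODS, 15 h at 37 C, pH 7.4.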
Casp7 inh: blocks human caspase-7 allosterically or competitively. P55210. recombinant caspase-7, Ac-DEVD-AFC fluorescence rate. Potency, µM (titrated, usually from 57.5 µM), without a hit: top-dose activity change, negative = inhibition, hits mostly inhibitors. hit rate 0.02% among 75,000. AID 889; active means well fitted inhibition curve with a large enough effect in the main read-out, with a control signal flat, not every such curve was filed as active; inconclusive means small, poorly fitted or top-dose-only effect, or a change in a side signal; further: potency means the concentration at half of the fitted maximal effect; % of control where 0% means no effect
4MU fluor: compound fluoresces in the 4-MU spectral region. compound autofluorescence, 340/450 nm, 4-MU equivalents; hits give high values. max dye-equivalent concentration, M. hit rate 11% among 59,000. AID 589; in the data active means max dye-equivalent concentration above about 10 nM; inconclusive means mostly about 1.1 nM to 9.6 nM
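Compounds in 100 mM Tris, pH 8.0, incubated 15 min at room temperature, then fluorescence read at 340 nm excitation/450 nm emission. Signal converted to 4-MU dye-equivalent concentration using an on-plate six-point 4-MU standard curve.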
HEK293 cAMP ctrl: raises cAMP in parental HEK293 cells, TSHR agonist counter-screen; parental HEK293 CNG cAMP sensor, membrane potential fluorescence; Potency, µM (doses to about 57.1 µM), for the others: at the highest dose activation, hits mostly activators; hit rate 2.5% among 73,000; further: potency means the concentration at half of the fitted maximal effect; % of control where 0% means no effect; nearly all actives have a fitted effect of over 55% in size
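Parental HEK 293 cells stably expressing a modified CNG channel (no TSHR) report cAMP rise as membrane depolarization. Membrane potential dye with 100 uM RO 20-1724 was loaded for 60 min at room temperature, then compound added for 30 min; fluorescence read at 590 nm.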
Texas Red fluor: compounds fluorescent in Texas Red spectral region. Compound fluorescence, Texas Red channel, 547/618 nm; hits give high values. hit rate 0.06% among 59,000. max dye-equivalent concentration, M; in the data active means max dye-equivalent concentration above about 10 nM; inconclusive means between about 1.1 nM and that limit
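Texas Red-region profiling: compounds in 100 mM Tris pH 8.0 were read at 547/618 nm after 15 min at room temperature. Intensities were normalized against a six-point Texas Red standard series to give dye-equivalent concentration.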
Fluorescein fluor: fluorescein region autofluorescence | Compound autofluorescence, 480/540 nm, fluorescein-equivalent; hits give high values | max fluorescein-equivalent concentration, M | hit rate 0.91% among 59,000; in the data active means max fluorescein-equivalent concentration above about 10 nM; inconclusive means between about 1.1 nM and that limit
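Values reflect compound autofluorescence, normalized to fluorescein on the same plate and reported at each tested concentration. Conditions: 100 mM Tris pH 8.0, room temperature, 15 min, excitation 480 nm, emission 540 nm.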
Casp1 inh: caspase-1 (human) inhibition, allosteric or competitive; P29466; Caspase-1 enzyme, Ac-WEHD-AFC fluorogenic rate; Potency, µM (series often up to 57.5 µM), inactives show at the highest dose activity change, negative = inhibition, hits mostly inhibitors; hit rate 0.03% among 75,000;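 further: potency means the concentration at half of the fitted maximal effect; plate controls were vehicle for no effect and no substrate for full effect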
Target sequence (P29466 120-297 limits assumed): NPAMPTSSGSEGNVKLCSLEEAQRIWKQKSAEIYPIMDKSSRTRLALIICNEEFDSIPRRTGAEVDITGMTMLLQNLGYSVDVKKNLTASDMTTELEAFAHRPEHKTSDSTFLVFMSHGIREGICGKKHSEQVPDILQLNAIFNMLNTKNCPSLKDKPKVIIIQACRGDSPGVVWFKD
Target sequence (P29466 317-404 limits assumed): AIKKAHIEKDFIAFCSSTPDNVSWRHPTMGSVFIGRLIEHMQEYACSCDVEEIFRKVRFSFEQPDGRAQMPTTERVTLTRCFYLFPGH
Rhodamine fluor: rhodamine region autofluorescence | Rhodamine-region fluorescence, 547/598 nm, Tris buffer; hits give high values | max dye-equivalent concentration, M | hit rate 0.05% among 59,000; in the data active means max dye-equivalent concentration above about 11 nM; inconclusive means between about 1.1 nM and that limit
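A six-point rhodamine series on each plate calibrates the signal. Compounds sit in 100 mM Tris (pH 8.0) for 15 min at ambient temperature before imaging through 547 nm/598 nm filters.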
ERK AVP inh: blocks ERK signaling stimulated by vasopressin | HEK293-V1b, vasopressin-stimulated pERK AlphaScreen | Potency, µM (doses to about 57.5 µM), for inactives: top-dose activity, negative = inhibition, usual class: inhibitors | hit rate 0.99% among 72,000 | AID 995; further: potency means the concentration at half of the fitted maximal effect; on the % scale 0 is the no-effect control and ±100 the full control effect; nearly all actives have a fitted effect of over 55% in size
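qHTS, compounds titrated on V1b-expressing HEK293 cells. Preincubation 30 min at 37C, vasopressin 25 nM for 5 min, lysis 10 min, bead incubation 5 hr at room temperature.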
Active calls of the source: *; [ ] = another dose, or the depositor's remark. Unless noted, the call rests on the fitted dose curve; in most records, active means well fitted curve in the direction sought with a large enough effect; inconclusive means small, poorly fitted or top-dose-only effect, or another doubt; inactive means no such curve, though single readings can be large; an effect the other way counts as inactive or inconclusive. A portion of the library; count on the stated rates, not on these rows.

Screening COc1ccc(C2C3=C(CC(C)(C)CC3=O)Oc3ncn4nc(-c5cccnc5)nc4c32)cc1OC (stereo not given) returned A350 fluor inactive, Luciferase inh -4.8%, Tau filament bind 3.7%, Casp7 inh 1.0%, 4MU fluor inactive, HEK293 cAMP ctrl 8.9%, Texas Red fluor inconclusive, Fluorescein fluor inactive, Casp1 inh 0.6%, Rhodamine fluor inactive and ERK AVP inh -14.1%.
COc1ccc(S(=O)(=O)N2Cc3ccccc3CC2C(=O)Nc2ccc(O)cc2)cc1OC (stereo not given) was read as Luciferase inh -2.8%, Tau filament bind -15.6%, Casp7 inh -0.7%, HEK293 cAMP ctrl 8.3%, Casp1 inh 0.3% and ERK AVP inh inconclusive.
Cn1c(CNc2ccc(Cl)cc2)nc2ccccc21 was read as A350 fluor inactive, Luciferase inh 12.6µM*, Tau filament bind -5.3%, Casp7 inh 0.5%, 4MU fluor inactive, HEK293 cAMP ctrl -3.1%, Texas Red fluor inactive, Fluorescein fluor inactive, Casp1 inh -1.5%, Rhodamine fluor inactive and ERK AVP inh inconclusive.
For CCC(=O)c1ccccc1OCCSc1nc(C)cc(=O)[nH]1 the results were A350 fluor inactive, Luciferase inh 0.5%, Tau filament bind 0.2%, Casp7 inh 0.9%, 4MU fluor inactive, HEK293 cAMP ctrl 4.5%, Texas Red fluor inconclusive, Fluorescein fluor inactive, Casp1 inh -5.2%, Rhodamine fluor inactive and ERK AVP inh -7.4%.
Cc1cc(C)cc(OC(=O)N2CCOCC2)c1 was read as A350 fluor inconclusive, Luciferase inh 1.6%, Tau filament bind 4.3%, Casp7 inh 0.8%, 4MU fluor inactive, HEK293 cAMP ctrl -4.3%, Texas Red fluor inconclusive, Fluorescein fluor inactive, Casp1 inh -0.3%, Rhodamine fluor inactive and ERK AVP inh -5.6%.
For Cc1ccc2cc(CNC(C)(C)C)c(=O)[nH]c2c1 the results were A350 fluor 1.53e-08M*, Luciferase inh -1.3%[25.5 µM], 4MU fluor 1.4e-08M*, Texas Red fluor inactive, Fluorescein fluor inconclusive and Rhodamine fluor inactive.
Screening CCN1C(=O)Cc2cc(S(=O)(=O)N3CCOCC3)ccc21 returned A350 fluor inactive, Luciferase inh 1.0%, Tau filament bind -11.9%, Casp7 inh -1.7%, 4MU fluor inactive, HEK293 cAMP ctrl -4.7%, Texas Red fluor inactive, Fluorescein fluor inactive, Casp1 inh 0.5%, Rhodamine fluor inactive and ERK AVP inh -10.6%.
COC(=O)/C=c1/s/c(=C(/C#N)C(=O)N2CCCCC2)n(-c2ccccc2)c1=O was read as A350 fluor inactive, Luciferase inh 1.5%[25.5 µM], 4MU fluor inactive, Texas Red fluor inactive, Fluorescein fluor inconclusive and Rhodamine fluor inactive.
`COc1ccc(N2CCN(c3nc4ccccc4n3CC(=O)c3ccccc3)CC2)cc1` gave A350 fluor inactive, Luciferase inh -2.1%, Tau filament bind -20.2%, Casp7 inh -1.5%, 4MU fluor inactive, HEK293 cAMP ctrl -44.3%[inhibitor], Texas Red fluor inactive, Fluorescein fluor inconclusive, Casp1 inh 0.7%, Rhodamine fluor inactive and ERK AVP inh -0.4%.
Screening CCC1Oc2ccc(C)cc2N(CC(=O)NCCN2CCCCCC2)C1=O (stereo not given) returned A350 fluor inactive, Luciferase inh 1.0%, Tau filament bind -18.6%, Casp7 inh -1.4%, 4MU fluor inactive, HEK293 cAMP ctrl 19.9%, Texas Red fluor inactive, Fluorescein fluor inactive, Casp1 inh 2.8%, Rhodamine fluor inactive and ERK AVP inh -6.5%.
`O=C(CCN1C(=O)C2C3C=CC(C3)C2C1=O)Nc1nccs1` (stereo not given) gave A350 fluor inactive, Luciferase inh -1.8%, Tau filament bind 3.1%, Casp7 inh 0.6%, 4MU fluor inactive, HEK293 cAMP ctrl 5.2%, Texas Red fluor inactive, Fluorescein fluor inactive, Casp1 inh -0.4%, Rhodamine fluor inactive and ERK AVP inh 0.2%.
`Cn1cccc1C(=O)N1CCC[C@@]2(CCN(C(c3ccccc3)c3ccccc3)C2)C1` gave A350 fluor inactive, Luciferase inh 0.2%[11.4 µM], Tau filament bind -0.9%, Casp7 inh -2.6%, 4MU fluor inactive, HEK293 cAMP ctrl 10µM*, Texas Red fluor inactive, Fluorescein fluor inactive, Casp1 inh -4.0%, Rhodamine fluor inactive and ERK AVP inh -5.5%.
`O=C(Nc1cccc(O)c1)C1CCCN1C(=O)OCc1ccccc1` (stereo not given) gave A350 fluor inactive, Luciferase inh 2.7%, Tau filament bind 5.2%, Casp7 inh 0.0%, 4MU fluor inactive, HEK293 cAMP ctrl 6.8%, Texas Red fluor inactive, Fluorescein fluor inactive, Casp1 inh 1.5%, Rhodamine fluor inactive and ERK AVP inh -18.2%.
CCC(=O)N1CCN=C1SCc1ccccc1 was read as Luciferase inh 1.6%, Tau filament bind -6.7%, Casp7 inh 1.4%, HEK293 cAMP ctrl 5.4%, Casp1 inh -1.2% and ERK AVP inh -2.7%.
`O=C(NCCc1ccccc1F)[C@@H]1CSC2c3ccccc3C(=O)N21` (stereo not given in full) gave A350 fluor inactive, Luciferase inh -0.4%, Tau filament bind -2.3%, Casp7 inh -3.0%, 4MU fluor inactive, HEK293 cAMP ctrl 10.9%, Texas Red fluor inconclusive, Fluorescein fluor inactive, Casp1 inh -0.1%, Rhodamine fluor inactive and ERK AVP inh 6.3%.
`CC1(C)CC(=O)c2cc(C(=O)N3CCN(CCO)CC3)c(=O)n(-c3ccc(Cl)cc3)c2C1` gave Luciferase inh 0.1%, Tau filament bind 17.3%[11.4 µM], Casp7 inh 0.2%, HEK293 cAMP ctrl 6.4%[11.4 µM], Casp1 inh -0.8% and ERK AVP inh 10.0%.
Screening C[C@]1(OC(=O)/C=C\c2ccccc2)C[C@@H](O)[C@@]2(O)C=CO[C@@H](O[C@H]3O[C@@H](CO)[C@@H](O)[C@@H](O)[C@@H]3O)[C@H]21 returned A350 fluor inactive, Luciferase inh -2.2%[25.5 µM], Tau filament bind 4.8%[25.6 µM], Casp7 inh 2.1%[25.7 µM], 4MU fluor inactive, HEK293 cAMP ctrl -0.9%[25.6 µM], Texas Red fluor inactive, Fluorescein fluor inconclusive, Casp1 inh -0.1%[25.7 µM], Rhodamine fluor inactive and ERK AVP inh -17.7%[25.7 µM].
O=C(NCC1CCCO1)c1cccc(N2C(=O)C3C4C=CC(C4)C3C2=O)c1 (stereo not given) was read as A350 fluor inactive, Luciferase inh 2.9%, Tau filament bind -14.1%, Casp7 inh 0.2%, 4MU fluor inactive, HEK293 cAMP ctrl -3.9%, Texas Red fluor inactive, Fluorescein fluor inconclusive, Casp1 inh 0.1%, Rhodamine fluor inactive and ERK AVP inh -14.9%.
For CCn1c(=O)cc(SCC(=O)N2CCN(c3ccccn3)CC2)c2ccccc21 the results were A350 fluor inactive, Luciferase inh 0.5%, Tau filament bind -3.7%, Casp7 inh -2.8%, 4MU fluor inactive, HEK293 cAMP ctrl 3.9%, Texas Red fluor inactive, Fluorescein fluor inactive, Casp1 inh -3.1%, Rhodamine fluor inactive and ERK AVP inh 15.5%.
`CCCN(CCC)S(=O)(=O)c1ccc(C(=O)Nc2nnc(CSC)o2)cc1` gave A350 fluor inactive, Luciferase inh 0.6%, Tau filament bind 6.2%, Casp7 inh 2.2%, 4MU fluor inactive, HEK293 cAMP ctrl 19.0%, Texas Red fluor inactive, Fluorescein fluor inactive, Casp1 inh 1.7%, Rhodamine fluor inactive and ERK AVP inh 17.3%.
Screening Cc1ccc(NC(=O)c2ccc(S(=O)(=O)N3CCCC3)cc2)cc1 returned A350 fluor inactive, Luciferase inh 4.4%, Tau filament bind 7.7%, Casp7 inh -1.0%, 4MU fluor inactive, HEK293 cAMP ctrl 8.3%, Texas Red fluor inactive, Fluorescein fluor inactive, Casp1 inh -0.1%, Rhodamine fluor inactive and ERK AVP inh 10.7%.
`CC1CC(C)CN(CCCNC(=O)CNC(=O)Cn2ccc3ccccc3c2=O)C1` (stereo not given) gave A350 fluor inactive, Luciferase inh 0.4%, Tau filament bind 4.7%, Casp7 inh -0.5%, 4MU fluor inactive, HEK293 cAMP ctrl 4.7%, Texas Red fluor inconclusive, Fluorescein fluor inactive, Casp1 inh 4.0%, Rhodamine fluor inactive and ERK AVP inh -9.7%.
Screening Cc1cccc2cc(C#N)c(SCC(=O)N3CCC(C)CC3)nc12 returned A350 fluor inconclusive, Luciferase inh 0.5%, Tau filament bind -16.3%, Casp7 inh -6.2%, 4MU fluor inconclusive, HEK293 cAMP ctrl 25.1µM*, Texas Red fluor inactive, Fluorescein fluor inconclusive, Casp1 inh -9.3%, Rhodamine fluor inactive and ERK AVP inh -10.7%.
CCOC(=O)c1ccc(Nc2c(CC)c(C)nc3ncnn23)cc1 was read as A350 fluor inactive, Luciferase inh 1.0%, Tau filament bind -5.4%, Casp7 inh 0.2%, 4MU fluor inactive, HEK293 cAMP ctrl 10.2%, Texas Red fluor inactive, Fluorescein fluor inactive, Casp1 inh -0.1%, Rhodamine fluor inactive and ERK AVP inh -11.8%.
